Assay outcomes deposited in PubChem by several laboratories.
Neddyl block – cullin neddylation inhibition. P61081+Q13564. TR-FRET cullin neddylation, biochemical. calls only at 25 µM. 360,000 compounds, 0.58% hits. AID 651699; in the data active = inhibition above about 36%
CendR NRP1 mod – NRP-1/CendR interaction modulation; 360,000 compounds, 0.85% hits; inhibition, % at 25 µM; FAM-RPARPAR peptide binding to NRP-1, fluorescence polarization; O14786; AID 602438;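 active = inhibition or corrected inhibition above about 18%, plus a signal ratio from 0.5 to 1.5, limit read from the data, passing the limit was not always enough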; note: strong numbers were not always called active
Rin1 Abl inh – blocks binding of human Rin1 to Abl. TR-FRET Rin1/Abl binding, biochemical. inhibition, % at 7.35 µM. 360,000 compounds, 0.4% hits. AID 588664; in the data active = inhibition above about 5%, passing the limit was not always enough
Target sequence (P00519 whole entry, looked up): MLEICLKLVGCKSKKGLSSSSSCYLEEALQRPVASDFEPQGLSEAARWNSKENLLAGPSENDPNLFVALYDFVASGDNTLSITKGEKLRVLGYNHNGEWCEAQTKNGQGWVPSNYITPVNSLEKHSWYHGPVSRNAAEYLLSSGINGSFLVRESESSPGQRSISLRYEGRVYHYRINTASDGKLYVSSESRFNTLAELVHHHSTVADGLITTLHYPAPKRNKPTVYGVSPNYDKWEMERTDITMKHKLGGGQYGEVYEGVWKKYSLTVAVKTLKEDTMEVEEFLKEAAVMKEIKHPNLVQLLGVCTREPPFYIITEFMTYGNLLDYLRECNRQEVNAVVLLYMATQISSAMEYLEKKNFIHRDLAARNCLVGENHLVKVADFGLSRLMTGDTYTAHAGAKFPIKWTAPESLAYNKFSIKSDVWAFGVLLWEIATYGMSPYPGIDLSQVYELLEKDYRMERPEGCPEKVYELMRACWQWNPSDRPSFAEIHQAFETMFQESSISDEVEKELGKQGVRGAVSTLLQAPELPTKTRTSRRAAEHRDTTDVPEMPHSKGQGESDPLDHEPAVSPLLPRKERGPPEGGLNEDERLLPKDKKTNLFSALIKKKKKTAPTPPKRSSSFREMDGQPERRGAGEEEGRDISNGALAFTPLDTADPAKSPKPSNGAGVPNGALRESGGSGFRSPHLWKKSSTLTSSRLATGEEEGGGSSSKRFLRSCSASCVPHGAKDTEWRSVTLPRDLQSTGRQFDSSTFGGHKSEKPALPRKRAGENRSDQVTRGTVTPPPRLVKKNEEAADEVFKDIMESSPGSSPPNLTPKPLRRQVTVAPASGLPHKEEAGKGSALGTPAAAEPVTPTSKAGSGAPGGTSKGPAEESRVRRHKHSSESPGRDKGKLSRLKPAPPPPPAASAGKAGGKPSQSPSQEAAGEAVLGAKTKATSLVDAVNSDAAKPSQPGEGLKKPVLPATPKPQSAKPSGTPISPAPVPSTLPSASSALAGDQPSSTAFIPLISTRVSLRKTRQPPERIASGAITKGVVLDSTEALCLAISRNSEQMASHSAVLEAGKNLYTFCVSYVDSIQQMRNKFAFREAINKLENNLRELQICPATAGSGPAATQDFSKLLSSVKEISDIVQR
Target sequence (Q13671 whole entry, looked up): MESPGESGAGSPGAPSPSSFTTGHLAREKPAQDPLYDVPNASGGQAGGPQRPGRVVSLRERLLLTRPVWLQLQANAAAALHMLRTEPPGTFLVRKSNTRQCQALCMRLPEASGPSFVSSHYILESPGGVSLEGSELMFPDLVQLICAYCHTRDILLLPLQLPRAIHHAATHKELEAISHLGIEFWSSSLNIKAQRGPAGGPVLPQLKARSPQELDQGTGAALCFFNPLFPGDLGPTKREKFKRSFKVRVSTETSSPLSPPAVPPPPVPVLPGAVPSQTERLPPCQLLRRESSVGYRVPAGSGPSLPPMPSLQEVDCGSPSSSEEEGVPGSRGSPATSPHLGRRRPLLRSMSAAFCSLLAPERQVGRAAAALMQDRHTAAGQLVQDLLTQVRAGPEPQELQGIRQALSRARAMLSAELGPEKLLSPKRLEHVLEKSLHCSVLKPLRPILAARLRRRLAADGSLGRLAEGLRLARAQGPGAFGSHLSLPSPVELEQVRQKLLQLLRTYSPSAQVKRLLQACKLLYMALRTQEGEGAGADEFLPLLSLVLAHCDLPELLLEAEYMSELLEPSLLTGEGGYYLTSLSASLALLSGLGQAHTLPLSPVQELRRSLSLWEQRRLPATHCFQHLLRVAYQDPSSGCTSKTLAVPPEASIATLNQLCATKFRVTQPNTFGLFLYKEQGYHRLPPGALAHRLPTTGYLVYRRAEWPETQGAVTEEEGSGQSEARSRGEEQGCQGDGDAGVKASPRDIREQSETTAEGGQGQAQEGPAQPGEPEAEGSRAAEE
SKN-1 block – C. elegans SKN-1 inhibition; AID 624304; C. elegans VP596 Pgst-4::GFP/RFP ratio, acrylamide-induced, 24 h; inhibition, % at 21.8 µM; 360,000 compounds, 0.49% hits;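 active = interference check ratio from 0.5 to 1.5 plus GFP to RFP signal ratio inhibition reaching or exceeding a fixed threshold, cut at about 30% in these data, passing the limit was not always enough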; note: some compounds called inactive have numbers as strong as hits
bovine MsrA act – activators of bovine methionine sulfoxide reductase A | purified bovine MsrA, absorbance read-out | activation, % at 10.6 µM | 360,000 compounds, 0.3% hits | AID 602163; in the data active = activation above about 7.5%;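 note: 0% = vehicle and 100% = reference activator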
MT1-MMP act inh – MT1-MMP (human) activation inhibition. P50281. HT1080 RFP-PRO-GFP cells, GFP/RFP ratio fluorescence, overnight; percent of plate control window, DMSO zero. GFP/RFP ratio change, % at 20 µM. 360,000 compounds, 0.061% hits. AID 651647;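 active = GFP/RFP ratio change of at least 30% with cell ATP level not reduced by more than half and red fluorescence within 50% of control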; note: strong numbers were not always called active
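Compound: 20 µM single dose, 1% DMSO / System: HT1080 RFP-PRO-GFP cells / Controls: DMSO and RFP-L50D-GFP cell wells / Read-out basis: GFP/RFP fluorescence ratio / Schedule: overnight compound exposure at 37 °C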
MsrA inhibitor – inhibitors of bovine MsrA; purified bovine MsrA, absorbance read-out; inhibition, % at 15.5 µM; 360,000 compounds, 0.75% hits; AID 651718; in the data active = inhibition above about 4.5%;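 note: 0% = vehicle wells with enzyme and 100% = reference inhibitor wells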
FAS-TE inh – FAS thioesterase (human) inhibition; P49327; recombinant FAS-TE, OMFH fluorogenic substrate, fluorescence endpoint; inhibition, % at 15 µM; 360,000 compounds, 0.67% hits;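 active = compounds whose normalised, plate-corrected inhibition of enzyme fluorescence in the single-dose primary screen is 50% or more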;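 note: 0% = DMSO with enzyme and 100% = substrate without enzyme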
E coli Lon inh – inhibitors of E. coli Lon protease; purified E. coli Lon protease, fluorescence polarization; inhibition, % at 7.94 µM; 360,000 compounds, 0.42% hits; AID 602123; in the data active = inhibition above about 13%, passing the limit was not always enough;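 note: 0% = enzyme with probe and DMSO and 100% = no enzyme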
* hit, by the source's call; i = inactive; / = not tested or not shown.

Every second line gives: Neddyl block	CendR NRP1 mod	Rin1 Abl inh	SKN-1 block	bovine MsrA act	MT1-MMP act inh	MsrA inhibitor	FAS-TE inh	E coli Lon inh
CC(NCC(=O)Nc1cc(S(=O)(=O)N2CCOCC2)ccc1Cl)c1ccc(Cl)cc1Cl (stereo not drawn)
    i	-2	0	17	-3	-10	2.0	37	2
CCOc1ccc(NC(=O)CCC(=O)NNC(=O)COc2ccc(C)cc2Br)cc1
    i	-6	-1	-6	-1	3	0.1	-11	3
COc1ccc(NC(=O)Nc2ccc3nonc3c2)cc1
    i	2	-4	16	2	3	-0.8	11	-1
CC(=O)c1cccc(NC(=O)C2C(c3ccccc3)C2(Cl)Cl)c1 (stereo not drawn)
    i	1	5	6	0	-6	-1.5	14	-5
O=C(O)CCNS(=O)(=O)c1cccc2nsnc12
    i	3	-1	9	-1	-2	-0.8	-7	0
Clc1ccc(C(c2nnnn2C2CCCCC2)N(Cc2cccnc2)Cc2ccco2)cc1 (stereo not drawn)
    i	10	3	11	1	-32	0.8	20	-3
O=C(COc1ccccc1[N+](=O)[O-])N1CCN(S(=O)(=O)c2ccccc2)CC1
    i	5	1	-2	-7	2	0.0	4	7
CN(Cc1ccccc1F)c1cc2c(c3c1ccn3C)C1CCC2O1 (stereo not drawn)
    i	11	-3	7	1	2	0.1	13	-6
O=C(NCCCO)C(=O)c1c(-c2ccccc2)cc2ccccn12
    i	2	-2	10	-5	2	0.1	-3	7
Cc1csc2nc(CNS(=O)(=O)N(C)C)cn12
    i	-14	6	-7	-3	5	1.3	-6	-4
CC(c1ccccc1)C1CC(=O)N(C2CCCCC2)C1=O (stereo not drawn)
    i	-15	-1	3	-5	5	1.3	-1	0
O=C(c1n[nH]c2ccccc12)N1CCN(S(=O)(=O)c2ccccc2)CC1
    i	13	-1	5	-2	1	0.8	-2	-3
Cc1ccc(S(=O)(=O)NCCCCC(NC(=O)OC(C)(C)C)C(=O)O)cc1 (stereo not drawn) (tested in a mixture with another compound)
    i	9	0	35*	-2	-8	-0.2	2	5
COc1ccc(CNC(=O)C[C@H]2C[C@H](C(=O)N3CCOCC3)[C@@]3(C)c4[nH]c5cc(-c6ccco6)ccc5c4CCN3C2=O)cc1OC
    /	-3	-1	10	-7	1	0.6	-3	-5
O=C(NCCC(=O)N1CCC2(CC1)NCCc1[nH]cnc12)c1ccc(Br)cc1
    i	6	-2	7	-1	1	1.3	-9	4
COc1ccccc1OCC(=O)Nc1cc(C(F)(F)F)ccc1-n1cncn1
    i	-8	-2	-7	-3	2	0.6	-1	-1
CC(C)(C)CNC(=O)C1(C)CCN1C(=O)C1(c2ccccc2)CC1 (stereo not drawn)
    i	-6	-2	16	-3	-3	0.5	-7	2
COc1ccc(CNC(=O)C2CCC(=O)N(C3CCCCCC3)C2)c(OC)c1 (stereo not drawn)
    i	-10	-3	9	-1	-7	-0.3	-6	-8
CN(C(=O)c1ccccn1)c1nnc(-c2cccnc2)s1
    i	-6	-3	-9	-1	-5	-0.3	-4	0
Cc1cccnc1C(NC(=O)C1CCN(CCCOc2ccccc2)CC1)c1ccc(F)cc1 (stereo not drawn)
    i	-16	-3	3	0	2	0.1	-3	-8
CC(C)Oc1ccc(CSc2nnc3n(C)c(=O)c4c5c(sc4n23)CCCC5)cc1
    i	-4	3	16	-4	-3	-1.1	21	-1
NC(=O)CC(NC(=O)Cc1ccc(Br)cc1)c1ccc(NCCc2ccc(F)cc2)c([N+](=O)[O-])c1 (stereo not drawn)
    i	-57	-2	2	2	5	1.2	19	-34
COc1ccc(-c2noc(CN(C)C(=O)CCN3C(=O)[C@H]4CC=CC[C@H]4C3=O)n2)cc1
    i	10	0	-19	-11	2	-0.3	0	-6
COc1ccccc1NC(=O)CCCCC(=O)Nc1ccccc1OC
    i	2	-1	-6	-5	-2	-0.3	-5	9
CCCCn1cnc2sc(-c3ccccc3)cc2c1=O
    i	-130	0	18	-2	3	0.9	4	-5
CN1CCN(C(=O)c2ccccc2N(Cc2ccccc2)S(=O)(=O)c2ccccc2)CC1
    i	0	-1	-27	-10	-19	2.3	-9	-3
CCCN(CC(=O)Nc1ccccc1C)C(=O)COc1ccc2c(c1)CCC2
    i	4	2	5	-3	-1	-0.5	1	-1
CCC(=O)NC(=S)Nc1ccc(N2CCOCC2)cc1
    i	-6	-2	4	-10	3	-1.3	-6	-2
COc1ccc(CCc2cc(OC)c(OC)c(OC)c2)cc1
    i	13	2	3	-6	17	-0.2	16	-10
Cn1ccc(C(=O)Nc2ccc3c(c2)OCCO3)n1
    i	-7	-3	5	-1	0	-0.4	-6	-13

Next part; the last three above are carried over.
Every second line gives: Neddyl block	CendR NRP1 mod	Rin1 Abl inh	SKN-1 block	bovine MsrA act	MT1-MMP act inh	MsrA inhibitor	FAS-TE inh	E coli Lon inh
CCC(=O)NC(=S)Nc1ccc(N2CCOCC2)cc1
    i	-6	-2	4	-10	3	-1.3	-6	-2
COc1ccc(CCc2cc(OC)c(OC)c(OC)c2)cc1
    i	13	2	3	-6	17	-0.2	16	-10
Cn1ccc(C(=O)Nc2ccc3c(c2)OCCO3)n1
    i	-7	-3	5	-1	0	-0.4	-6	-13
COc1ccc(C2NC(=O)CCC2[N+](=O)[O-])c(OC)c1 (stereo not drawn)
    i	2	0	31	1	-1	-0.6	-5	-7
COc1ccc(-c2ccc(=O)[nH]n2)cc1
    i	10	-2	-6	-2	2	/	-5	6
COc1cc(S(=O)(=O)NCCCn2ccnc2)ccc1Cl
    i	1	4	-8	-3	1	-0.8	-4	-8
O=C(CN1CCOCC1)Nc1ccc(F)cc1
    i	-2	6	-2	-3	-6	0.6	-3	1
COCCCNC(=O)c1ccc(OC)c(OC2CCN(C(C)C)CC2)c1
    i	-16	-2	-5	-11	-9	0.7	-4	-6
CCCC12CN3CC(C)(CN(C1)C3c1ccc(OC)cc1)C2=O (stereo not drawn)
    i	1	1	7	1	3	0.1	-5	-1
CC(=O)N/C(=C/c1ccc(OS(=O)(=O)c2ccc(C)cc2)cc1)C(=O)NCCO
    i	3	1	-6	-1	-7	0.5	-5	8
CCCN1CC=C2C(C#N)=C(N)C(C#N)(C#N)C(c3cc(OC)ccc3OC)C2C1 (stereo not drawn)
    i	-18	-1	-10	-1	-137	2.0	-1	-5
C=C1C(C(=O)Nc2ccc(OC)cc2)C1C(=O)Nc1ccc(OC)cc1 (stereo not drawn)
    i	2	1	-2	5	-1	0.3	-2	5
Cc1ccccc1C(=O)NC(=S)Nc1ccc(Cc2ccncc2)cc1
    i	8	-1	-9	-2	-1	-0.2	7	2
O=C(NC1CCN(C(=S)NCc2ccco2)CC1)C1CCCCC1
    i	6	1	2	-7	0	0.7	-9	-5
COc1ccccc1CNC(=O)COC(=O)C12CC3CC(CC(O)(C3)C1)C2
    i	7	2	-12	0	-5	0.6	-4	-9
CC(=O)Oc1ccc(N(C(C)=O)S(=O)(=O)c2ccccc2)c2ccccc12
    i	-2	-2	2	-4	2	-0.5	-1	-5
Cc1ccc(NC(=O)/C(=C\c2ccccc2)NC(=O)/C=C/c2ccccc2)cc1
    i	11	2	0	-3	0	4.5	73*	-13
CCN(CC)S(=O)(=O)c1ccc2c(c1)nc(CCC(=O)OCC(=O)Nc1cc(Cl)cc(Cl)c1)n2C
    i	-4	1	6	-2	6	2.2	31	-6
CCOc1ccccc1NC(=O)C(CC(C)C)NC(=O)C1CCCCC1 (stereo not drawn)
    i	6	0	0	-1	-2	0.7	-1	-7
N#C/C(=C\c1ccc(O)c(O)c1)C(=O)Nc1cccc2ncccc12
    i	-50	8.7*	0	-4	-12	0.9	2	-45
C=CCc1cc(OC)ccc1OCCOCCN1CCc2ccccc2C1
    i	3	4	5	-3	-1	0.8	6	-1
CC1CN(CC(O)COc2ccc(C(C)C)cc2)CC(C)O1 (stereo not drawn)
    i	-6	-7	-2	-1	4	-1.2	-2	-10
CC(=O)c1c(-c2ccccc2)c2cc(Cl)ccc2n(C)c1=O
    i	16	-5	11	-1	-13	-0.5	24	-10
N#CCn1nnc(-c2ccc3c(c2)OCO3)n1
    i	-2	1	23	-2	3	0.3	-2	-5
O=C(c1cccn(Cc2ccc(C(F)(F)F)cc2)c1=O)N1CCOCC1
    i	5	1	-5	-9	4	-0.1	-8	0
O=c1[nH]n(CC2COC3(CCCCC3)O2)c(=O)c2ccccc12 (stereo not drawn)
    i	4	34*	6	-3	11	1.1	-5	1
C[C@H](CO)N1C[C@H](C)[C@@H](CN(C)C(=O)NC2CCCCC2)Oc2c(cccc2N(C)C)C1=O
    i	2	1	4	0	-2	-0.3	-6	-10
CCO[C@@H]1OC(C(=O)NC2CC2)=C[C@H](c2coc3ccccc3c2=O)[C@H]1CCCO
    i	-11	3	17	-2	-3	0.0	-13	-10
O=C(NCCC1=CCCCC1)c1cc(S(=O)(=O)N2CCOCC2)ccc1F
    i	1	4	-17	-7	-2	-0.9	6	2
Cc1cccc(OCCCC(=O)NCC(=O)Nc2cccc(C)c2C)c1
    i	10	4	-2	-10	0	0.3	4	4
COC(=O)c1cc2sccc2n1CC(=O)Nc1ccc(OC)c(OC)c1OC
    i	-8	-2	-2	-1	7	2.5	-4	-11
O=C(Nc1ccc(-c2nnn(CC(=O)N3CCN(C(=O)c4ccco4)CC3)n2)cc1)c1ccc(F)cc1
    i	-17	-3	1	-8	8	0.3	-4	-11
COc1ccc(NC(=O)Cn2c(CCC(=O)O)ccc2-c2ccc(C)cc2)cc1
    i	-4	1	14	-4	0	1.6	0	-10
O=C(N/N=C/C=C/c1ccc(Br)cc1)C(O)c1ccccc1 (stereo not drawn)
    i	8	-2	-7	-7	2	2.2	-9	4
CC(C)NC(=O)COC(=O)c1cccc(NS(=O)(=O)/C=C/c2ccccc2)c1
    i	0	-2	1	-3	4	-0.1	-8	-6
CCN1CCN(c2ccc(NC(=O)c3cccc(OCc4ccccc4)c3)cc2)CC1
    i	8	0	31	1	9	0.9	0	-2
Oc1cc(O)c2c(c1)OC(c1ccc(O)c(O)c1)C(O)C2 (stereo not drawn)
    i	2	8	-7	-3	-2	0.1	-5	1
Cc1ccc(/C=C/C(=O)Nc2nn[nH]n2)o1
    i	-10	-1	-6	-6	-8	1.8	-20	-2
CCc1nc(Nc2ccc(OC)c(OC)c2)c2nnn(Cc3ccccc3Cl)c2n1
    /	10	-1	1	4	-10	-0.3	24	-4
Cn1c(C(=O)NCC2CCCO2)cc2oc3ccccc3c21 (stereo not drawn)
    i	-3	0	8	-1	2	-0.2	-2	2
CCOC(=O)COc1cnc2ccccc2n1
    i	-7	0	12	-1	2	1.4	-11	-7
COc1ccc(NC(=O)CSC2=NN3CCCC(=O)N=C3S2)c(OC)c1
    i	2	3	-8	-12	/	0.5	-12	-1
Cc1ccc(S(=O)(=O)NC(=O)Nc2ncc3c(n2)CC(c2ccco2)CC3=O)cc1 (stereo not drawn)
    i	-1	6	9	-3	-2	-0.3	-10	3
CCCCNC(=O)C1(NC(=O)Nc2ccc(C)cc2)CCCCC1
    i	-12	1	8	-5	3	0.6	-3	0
O=C(CCNC(=O)c1ccccc1Cl)NCC12CC3CC(CC(C3)C1)C2
    i	-5	3	9	-6	-6	-0.3	-2	-11
CC(=O)c1cnc2cc(C)nn2c1C
    i	4	-2	8	0	3	1.4	-6	-11
Cc1cc(=O)nc2c3ccccc3n(CC(=O)Nc3ccccc3Br)n12
    i	-37	1	1	-9	3	-0.2	-1	-8
